AmpC detergent: AmpC beta-lactamase inhibition with detergent present. P00811. AmpC hydrolysis of nitrocefin, absorbance 480 nm, 0.01% Triton. Potency, µM (titrated, usually from 114 µM), for inactives: top-dose activity change, negative = inhibition, most hits filed as inhibitors. 0.041% of 370,000 active. AID 485294;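 also: potency is read from the fitted curve at half-maximal effect; 0% = no-compound wells and -100% = no-enzyme wells; nearly all actives have a fitted effect of over 25% in size; some results filed as inactive show a strong effect at the top dose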
Target sequence (P00811 whole entry, looked up): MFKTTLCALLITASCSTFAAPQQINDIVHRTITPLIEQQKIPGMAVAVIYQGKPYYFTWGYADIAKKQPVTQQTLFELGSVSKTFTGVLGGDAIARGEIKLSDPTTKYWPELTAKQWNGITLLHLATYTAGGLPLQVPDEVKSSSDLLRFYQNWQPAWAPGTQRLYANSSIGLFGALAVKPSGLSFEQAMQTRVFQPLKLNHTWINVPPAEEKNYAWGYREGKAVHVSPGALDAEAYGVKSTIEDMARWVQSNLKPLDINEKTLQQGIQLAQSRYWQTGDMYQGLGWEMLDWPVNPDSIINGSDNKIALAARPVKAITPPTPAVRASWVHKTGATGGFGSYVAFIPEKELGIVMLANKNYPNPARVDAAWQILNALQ
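20 mM phosphate pH 7.0 + 0.01% (detergent screen) or 0.0001% Triton X-100; 5.3 nM AmpC reagent; cpd preinc 15 min RT; nitrocefin (800 uM stock) to start; A480 q20 s × 4 min; Activity was normalised to no-enzyme and no-compound control wells.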
LmPK inh: blocks Leishmania mexicana pyruvate kinase activity | Potency, µM (highest dose often 57.5 µM), inactives show at the highest dose activity change, negative = inhibition, hits mostly inhibitors | AID 1721 | purified LmPK, Kinase-Glo ATP luminescence, 1 h | Q27686 | 0.37% of 290,000 active; also: potency is read from the fitted curve at half-maximal effect
Target sequence (Q27686 whole entry, looked up): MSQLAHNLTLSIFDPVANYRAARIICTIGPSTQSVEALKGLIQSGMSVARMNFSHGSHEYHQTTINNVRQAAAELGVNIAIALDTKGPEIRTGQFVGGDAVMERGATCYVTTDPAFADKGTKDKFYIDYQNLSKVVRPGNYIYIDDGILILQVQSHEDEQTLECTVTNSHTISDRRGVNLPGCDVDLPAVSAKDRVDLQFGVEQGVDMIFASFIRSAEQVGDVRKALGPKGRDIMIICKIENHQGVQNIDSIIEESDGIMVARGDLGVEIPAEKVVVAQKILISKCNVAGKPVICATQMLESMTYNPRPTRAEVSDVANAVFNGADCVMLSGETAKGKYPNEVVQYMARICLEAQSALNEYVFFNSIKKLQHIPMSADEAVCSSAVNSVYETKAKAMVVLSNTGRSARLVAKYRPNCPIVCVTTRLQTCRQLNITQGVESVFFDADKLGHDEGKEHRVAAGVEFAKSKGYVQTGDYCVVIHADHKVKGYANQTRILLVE
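Pyruvate kinase activity monitored as ATP production (luciferase luminescence). Conditions: 0.1 nM enzyme, 0.5 mM PEP, 0.1 mM ADP, 1 h, RT; normalized against uninhibited and no-enzyme wells.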
AMA1 RON2 block: inhibitors of Plasmodium falciparum AMA1-RON2 interaction | AlphaScreen AMA1-biotinylated RON2 peptide binding | Potency, µM (doses to about 58.2 µM), for the others: at the highest dose activity change, negative = inhibition, hits mostly inhibitors | 0.2% of 360,000 active;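 also: potency is read from the fitted curve at half-maximal effect; 0% = vehicle wells and -100% = peptide control; nearly all actives have a fitted effect of over 45% in size; some results filed as inactive show a strong effect at the top dose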
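AMA1 (3D7) with his tag at 25 nM final met compounds first, then biotinylated RON2 peptide at 25 nM; detection used donor plus acceptor beads, 10 µg/mL apiece, read by AlphaScreen after 30 min at room temperature.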
HCMV antiviral: blocks human cytomegalovirus replication; HFF cells, HCMV-luciferase reporter, 72 h; stronger effect = lower value; activity change, negative = inhibition, % at 57.5 µM; 4.5% of 410,000 active; in the data active = activity change below about -60%; inconclusive = no clear call, values can overlap the other calls; inactive = above about -39%
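Two-dose cell screen: HFF monolayers treated with compounds and infected with luciferase-expressing HCMV at 1 PFU/cell, 72 h at 37C, then lysed for luciferase measurement.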
Sm TGR block: S. mansoni TGR enzyme inhibition | purified TGR, DTNB reduction, TNB absorbance 405 nm | Potency, µM (highest dose often 114 µM), without a hit: top-dose activity change, negative = inhibition, hits mostly inhibitors | 3% of 360,000 active | AID 485364; also: potency is read from the fitted curve at half-maximal effect; nearly all actives have a fitted effect of over 60% in size
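Kinetic colorimetric format: TGR-catalysed, NADPH-driven DTNB reduction monitored via TNB absorbance. Enzyme dispensed at 20 nM; compound exposure 15 min at room temperature before reaction start.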
TbPYK inhibitor: blocks Trypanosoma brucei pyruvate kinase; Q57TT1; TbPYK enzyme, Kinase-Glo Plus ATP luminescence, 45 min; Potency, µM (titrated, usually from 76.8 µM), inactives show at the top dose activity, negative = inhibition, usual class: inhibitors; 0.12% of 410,000 active; also: potency is read from the fitted curve at half-maximal effect; nearly all actives have a fitted effect of over 50% in size
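ADP (130 uM final) triggers the TbPYK reaction after compound addition; incubation is 45 min at room temperature. Kinase-Glo Plus is then added and luminescence imaged. Normalized data are fitted to concentration-effect curves.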
AmpC no deterg: blocks E. coli AmpC beta-lactamase in detergent-free assay | P00811 | 0.52% of 330,000 active | AmpC nitrocefin hydrolysis, absorbance 480 nm, 0.0001% Triton | Potency, µM (doses to about 57.1 µM), for the others: at the highest dose activity change, negative = inhibition, actives largely listed as inhibitors;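 also: potency is read from the fitted curve at half-maximal effect; plate controls were no compound for no effect and no enzyme for full effect; nearly all actives have a fitted effect of over 20% in size; some results filed as inactive show a strong effect at the top dose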
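AmpC (5.3 nM in the dispensed reagent) in 20 mM phosphate pH 7.0 with 0.01% (detergent screen) or 0.0001% Triton X-100 was preincubated with compounds for 15 min at room temperature. Nitrocefin was then added from an 800 uM solution, and hydrolysis was followed at 480 nm.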
* marks the source's active call; other numbers are inactive results; ? = inconclusive; / = not tested or not shown; [ ] = dose if it differs, or a comment. Unless noted, calls follow the shape of the dose curve; as a rule, active = well fitted curve in the direction sought with a large enough effect; inconclusive = small, poorly fitted or top-dose-only effect, or another doubt; inactive = no such curve, though single readings can be large; an effect the other way counts as inactive or inconclusive. Unless noted, % is scaled to controls: 0 for no effect and ±100 for the full control effect.

SMILES | AmpC detergent | LmPK inh | AMA1 RON2 block | HCMV antiviral | Sm TGR block | TbPYK inhibitor | AmpC no deterg
CCn1c(COc2ccc3ccccc3c2C)nnc1SCC(=O)Nc1cccc(C(=O)O)c1 | -10.1% | 2.2% | 10.4% | 28.1 | -0.2% | 7.6% | -19.0%
Oc1ccc(-c2cnc3ccccc3n2)cc1 | / | / | ? | 110.4 | / | -13.1% | /
COc1cc(NC(=O)Cn2cnc3c(OCc4ccccc4)ncnc32)cc(OC)c1OC | / | / | -7.0% | -13.8 | / | -3.8% | 43.1%
Cc1ccc(-c2nc3ccccc3nc2Cl)cc1 | ? | 1.8% | 18.3% | ? | -6.0% | -0.5% | -11.2%[11.4 µM]
Cc1oc(-c2cc(F)ccc2F)nc1CN1CCN(c2ncnc3ccccc23)CC1 | -8.6% | 4.0% | -4.2% | -62.7* | 3.2% | 2.1% | 72.7%[activator]
O=C(NCc1ccncc1)Nc1ccccc1Cl | ? | -3.5% | 12.0% | 84.5 | 1.5% | -8.9% | 4.7%
N/C(=N\N=C\c1ccc2c(c1)OCO2)SC1CC(=O)N(c2ccc(C(=O)O)cc2)C1=O (stereo unspecified) | 1.3% | 2.6% | 16.9% | -30.0 | -0.3% | -2.7% | -0.7%
O=c1sc(Nc2ccccc2)nc2ccsc12 | -2.6% | 0.2% | 13.0% | 41.2 | 0.7% | 2.8% | -42.6%
CCOC(=O)c1c(C)[nH]c(C)c1S(=O)(=O)N1CCC(C(=O)N2CCN(c3cc(C)ccc3C)CC2)CC1 | 9.4% | / | / | -14.2 | -2.0% | -2.0% | /
COC(=O)C1CCN(C(=O)COC(=O)Cc2c[nH]c3ccccc23)CC1 | -9.4% | 0.2% | -4.9% | 60.7 | 10.5%[11.4 µM] | -11.1% | 31.7%
CCCn1cnc2cc(NC(=O)c3cc(OC)c(OC)c(OC)c3)ccc21 | 2.7% | / | / | 67.6 | -1.2% | -6.5% | /
COc1ccc(C(=O)N/N=C/C(C)c2ccccc2)cc1OC (stereo unspecified) | 2.8% | 0.6% | 27.9% | -7.7 | 3.9% | 0.0% | -15.2%
O=C(COc1ccccc1)Nc1c2c(nn1-c1ccc(F)cc1)CS(=O)(=O)C2 | 5.9% | -0.8% | 25.3% | 1.9 | -16.0% | 1.8% | -5.4%
Cc1ccc[n+](-c2[nH]c(=O)sc2/C=N/N=C(\[O-])CCn2c3ccccc3c3ccccc32)c1 | -11.4% | -3.1% | 32.2%[activator] | -2.5 | 6.5% | -2.5% | -0.1%
CCN(CC)C(=O)COc1ccc(N(C)S(=O)(=O)c2ccc(NC(C)=O)cc2)cc1 | -11.0% | -1.8% | -11.1% | -29.5 | 1.4% | 1.0% | 30.0%
COc1ccccc1OCC(=O)N/N=C1/C=C(C)CC1 | 4.5% | -0.1% | -1.7% | -15.6 | 0.9% | 0.1% | -2.3%
O=C(CSc1ccc(-c2ccc3c(c2)OCO3)nn1)Nc1nccs1 | 2.0% | -8.2% | 1.4% | -29.8 | 4.2% | 4.4% | -16.7%
Cn1c(=O)c2c(nc(N3CCCCCC3)n2CC(=O)c2ccc(Br)cc2)n(C)c1=O | -4.8% | 7.8% | -13.7% | -27.8 | 1.5% | 0.1% | -6.8%
COc1ccc(N2C(=O)c3cccc4c(N(C)CCO)ccc(c34)C2=O)cc1 | -7.4% | 17.1% | -4.1% | -27.6 | ? | -2.5% | -5.9%
CCCCc1cc(=O)oc2cc(OCc3nn[nH]n3)ccc12 | -10.4% | 3.7% | 13.4% | -27.5 | 27.7% | 9.4% | -33.8%
CCCOc1ccc(C(=O)NC(=S)Nc2nc3ccccc3s2)cc1 | ? | -5.2% | 28.5% | 51.0 | 6.2% | -4.1% | -2.6%
NNC1=N[C@H]2CS(=O)(=O)C[C@H]2S1 | 0.4% | 5.8% | -1.9%[2.32 µM] | -22.4 | 1.7% | 1.1% | -3.2%
O=C1CN(S(=O)(=O)c2cc(C(=O)O)ccc2Cl)c2ccccc2N1 | -3.7% | 11.6% | -9.9% | 26.0 | -5.9% | -5.3% | -18.7%
OCCC1CN(C/C=C/c2ccco2)CCN1Cc1ccccc1 (stereo unspecified) | -3.6% | -1.2% | -8.9% | 22.5 | 20µM* | -8.4% | -15.6%
O=C1NCCCC1C(=O)NCCNC(=O)C(F)(F)F (stereo unspecified) | ? | 0.5% | -6.5% | 34.8 | 0.0% | -8.1% | -15.3%
Continuation:
SMILES | AmpC detergent | LmPK inh | AMA1 RON2 block | HCMV antiviral | Sm TGR block | TbPYK inhibitor | AmpC no deterg
O=C(c1cccs1)n1nc(-c2ccc(Cl)cc2)nc1NCc1ccco1 | ? | 2.5% | 13.8% | 88.4 | -12.3% | / | -19.1%
O=C(CN1CCCCCC1)Nc1ccccc1 | 2.9% | -2.3% | -5.5% | -35.5 | 5.4% | -11.6% | -12.5%
CC12CCC3c4cc(CN5CCOCC5)c(O)cc4CCC3C1CCC2=O (stereo unspecified) | / | / | 3.8% | 15.0 | / | -3.0% | /
CCN(c1ccccc1)S(=O)(=O)c1cc(C(=O)Nc2ccccc2Cl)ccc1F | ? | 0.3% | 28.0% | -63.1* | -0.1% | -4.1% | -37.5%
Cc1cccc2cc3c(NC(=O)C(C)(C)C)nn(CC(C)C)c3nc12 | 4.3% | 0.1% | 127.3%[activator] | 15.5 | -4.8% | -0.2% | 39.7%
FC(F)(F)c1ccc2c(c1)ncn2C1CCN(Cc2nnnn2C2CCCCC2)CC1 | -4.3% | 3.4% | -7.4% | 17.5 | -6.8% | 2.8% | 228.2%[activator]
CCCC(=O)Nc1sc(-c2ccccc2)c(-c2ccccc2)c1C(=O)O | / | / | -1.1% | 9.6 | / | 3.1% | /
COc1ccc(C(=O)CC(Nc2ccc([N+](=O)[O-])cc2)c2ccc(Cl)cc2)cc1 (stereo unspecified) | 5.3% | 4.2% | 8.2% | -88.0* | -1.0% | 0.9% | -31.7%
Cc1cc(N2CCN(C)CC2)nc2ccc(NC(=S)N3CCCCC3)cc12 | -9.7% | -2.6% | -19.9% | ? | -17.3% | -18.7% | 84.6%[activator]
CCc1nnc(NC(=O)Cc2ccc(S(=O)(=O)N3CCCCC3)cc2)s1 | 5.0% | / | 0.0% | -9.6 | -16.7% | 4.0% | -7.3%
Cc1cc(C(=O)N/N=C/C=C/c2ccccc2)c(C)o1 | -13.0% | 2.2% | 35.1%[activator] | -18.4 | -30.9% | -9.2% | -30.5%
COc1ccc(-c2cc3ccc(OC(C)C(=O)O)cc3oc2=O)cc1 (stereo unspecified) | ? | -1.1% | 8.7% | 24.8 | 0.0% | -2.2% | -16.4%
O=C(NCCCn1ccnc1)c1ccccc1Br | ? | 1.4% | -3.6% | -18.3 | 0.0% | 1.9% | -6.8%
COc1ccc(C(=O)NCC(c2cccnc2)N2CCc3ccccc3C2)cc1OC (stereo unspecified) | 9.6% | / | / | 36.8 | 26.2% | -9.5% | /
CCc1cccc(OCCCN2C(=O)NC(C)(C)C2=O)c1 | 1.1% | 6.4% | 15.0% | -9.4 | 7.8% | / | -5.8%
CCn1cc(CCC(=O)O)c(C)n1 | -7.6% | 1.5% | -16.7% | 3.9 | 5.9% | 3.2% | -9.1%
Cn1cnc(S(=O)(=O)N2CCCC(c3cc(C(=O)Nc4ccc(F)c(Cl)c4)no3)C2)c1 (stereo unspecified) | / | / | -1.7% | -28.2 | / | -0.6% | /
Cc1nn(CC(=O)NCc2cccc3ccccc23)c(=O)c2ccccc12 | 0.5% | 0.7% | -27.8% | 29.7 | 5.0% | -4.3% | -1.6%
COc1cccc(N2CCN(c3nc(C)cc(C)c3C#N)CC2)c1 | ? | -3.4% | 0.5% | 9.5 | 7.2% | -0.5% | 4.5%
Cc1ccc(C(=O)COC(=O)C(Cc2c[nH]c3ccccc23)NC(=O)c2ccc(Br)cc2)cc1 (stereo unspecified) | 12.2% | / | / | 0.0 | 0.5% | 2.1%[15.4 µM] | /
O=C(NC(=S)N1CCN(c2ccc([N+](=O)[O-])cc2)CC1)c1ccccc1 | 5.3% | -0.6% | 56.8%[activator] | -2.2 | 7.0% | -1.4% | -4.1%
CC(C)(C)NC(=O)COC(=O)CNC(=O)c1cc(Cl)cc([N+](=O)[O-])c1 | 5.3% | -2.0% | 0.0% | -3.6 | 5.3% | 2.2% | -28.3%
CCc1ccc(NC(=O)C(=O)N/N=C(\C)CC(=O)NCc2ccc(Cl)cc2)cc1 | 2.9% | -2.7% | 89.9%[activator] | -17.5 | -5.3% | 1.6% | ?
O=C(Nc1nccs1)c1ccc(F)c(S(=O)(=O)N2CCOCC2)c1 | -0.2% | -1.9% | 28.5% | -27.1 | -22.2% | 2.0% | -19.1%
O=C(NC1=NCCS1)c1ccncc1 | -13.2% | -2.8% | 0.5% | 5.8 | -0.6% | 5.2% | -20.6%
Cc1ccc(C)c(OCc2nnc(SCC(=O)NC(=O)NCc3ccco3)o2)c1 | ? | 2.0% | 37.9%[activator] | -26.8 | -5.8% | 3.2% | -29.3%
Cc1c(NC(=O)c2cc(CC(C)C)on2)c(=O)n(-c2ccccc2)n1C | ? | 9.2% | 3.1% | -36.7 | -11.0% | 0.8% | 96.9%[activator]
COc1ccc([C@@H]2CC(=O)[C@@H]3CN(S(=O)(=O)c4ccc(Cl)cc4)[C@H](c4ccc(C)cc4)C[C@@H]3N2S(=O)(=O)c2ccccc2)cc1 | / | / | 5.9% | 2.2 | / | -5.9% | /
CN(Cc1ccccc1)C(c1ccnc2ccccc12)c1nnnn1-c1ccc2c(c1)OCCO2 (stereo unspecified) | / | / | -1.4% | -22.6 | / | 0.6% | /
Cc1cc(Cl)ccc1OCCCC(=O)NCCCn1ccnc1 | -12.6% | -3.0% | 7.9% | 42.1 | -3.8% | 3.5% | -3.9%[11.4 µM]

Four compounds drawn at random from those above, as already listed:
SMILES | AmpC detergent | LmPK inh | AMA1 RON2 block | HCMV antiviral | Sm TGR block | TbPYK inhibitor | AmpC no deterg
CCc1nnc(NC(=O)Cc2ccc(S(=O)(=O)N3CCCCC3)cc2)s1 | 5.0% | / | 0.0% | -9.6 | -16.7% | 4.0% | -7.3%
Cc1cc(Cl)ccc1OCCCC(=O)NCCCn1ccnc1 | -12.6% | -3.0% | 7.9% | 42.1 | -3.8% | 3.5% | -3.9%[11.4 µM]
O=C(NC(=S)N1CCN(c2ccc([N+](=O)[O-])cc2)CC1)c1ccccc1 | 5.3% | -0.6% | 56.8%[activator] | -2.2 | 7.0% | -1.4% | -4.1%
CCc1cccc(OCCCN2C(=O)NC(C)(C)C2=O)c1 | 1.1% | 6.4% | 15.0% | -9.4 | 7.8% | / | -5.8%

Bioassay records (PubChem BioAssay)
